A-T KAP1 phos: qHTS Assay for Identifying a Potential Treatment of Ataxia-Telangiectasia; actives 0.19% (n = 320,000); AID 485349, 2010; Potency, µM (highest dose often 57.5 µM), for inactives: at the highest dose activation, most hits filed as activators; […] A-T fibroblasts, KAP-1 phosphorylation AlphaLISA; neocarzinostatin DNA damage 30 min before lysis; further: potency means the concentration at half of the fitted maximal effect; % of control where 0% means no effect; nearly all actives have a fitted effect of over 45% in size
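hTERT-immortalized A-T patient fibroblasts ([…]), 500 cells/well in OPTI-MEM, 1% FBS, got compounds for 60 min, then NCS for 30 min at 37C. Lysates were then assayed for phospho-KAP-1 by AlphaLISA (anti-pKAP1 donor, anti-KAP1 acceptor beads), 6 hr at 25C.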
ELG1 repair inh: qHTS screen for small molecules that inhibit ELG1-dependent DNA repair in human embryonic kidney (HEK293T) cells expressing luciferase-tagged ELG1; HEK293T ELG1-luciferase reporter, luminescence, 16 h; DNA damage induced by 5-fluorouridine; actives 2.3% (n = 330,000); Potency, µM (titrated, usually from 46.1 µM), inactives show at the highest dose activity change, negative = inhibition, most hits filed as inhibitors; AID 504467, 2011; further: potency means the concentration at half of the fitted maximal effect; on the % scale 0 is the no-effect control and ±100 the full control effect; nearly all actives have a fitted effect of over 55% in size
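Luminescence from the luciferase reporter, measured 30 min after ONE-Glo reagent at room temperature, was the read-out. Beforehand, 2,000 cells per well were exposed for 16 hr at 37 °C to 5-fluorouridine together with compound or vehicle.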
CXXC DNA block: qHTS Fluorescence Polarization Assay for Inhibitors of MLL CXXC domain - DNA interaction. Histone-lysine N-methyltransferase 2A (Homo sapiens), Q03164. MLL-CXXC / FITC-HOXA9 DNA fluorescence polarization. Potency, µM (doses to about 115 µM), inactives show at the highest dose activity change, negative = inhibition, usual class: inhibitors. actives 0.037% (n = 290,000). AID 2662, 2010; active means well fitted inhibition curve with a large enough effect in the polarisation, with a control signal flat, not every such curve was filed as active; inconclusive means small, poorly fitted or top-dose-only effect, or effect the other way, or a change in a side signal; inactive means no such curve, though single readings can be large or run the other way; the % refers to the polarisation; further: potency means the concentration at half of the fitted maximal effect
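Fluorescence polarization: 7 uM MLL-CXXC (stock) preincubated 5 min with compounds, then 50 nM fluorescein-HOX-A9 DNA (stock) added; 30 min ambient. Buffer 50 mM Tris-HCl pH 7.5, 50 mM NaCl, 1 mM DTT, 0.05% BSA.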
p53 reactivator: qHTS assay for re-activators of p53 using a Luc reporter. Potency, µM (doses to about 92.2 µM), inactives show at the highest dose activity change, positive = activation, usual class: activators. actives 0.063% (n = 320,000). H1299 p53-A138V BP100-luciferase reporter, luminescence, 24 h. AID 504706, 2011; further: potency means the concentration at half of the fitted maximal effect; % of control where 0% means no effect; nearly all actives have a fitted effect of over 45% in size
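H1299 (p53-null), stable ts p53-A138V + BP100-Luc; 1000 cells/well, Opti-MEM/10% FBS; cpd 4 pt, 1:5; 24 h, 37 deg C, 5% CO2; detection reagent 10 min RT; luminescence.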
TSG101-PTAP inh: qHTS Assay for Iinhibitors of HIV-1 Budding by Blocking the Interaction of PTAP/TSG101. Tumor susceptibility gene 101 protein (Homo sapiens), Q99816. Fluorescence polarization, FITC-PTAP peptide / Tsg101 binding. Potency, µM (series often up to 115 µM), inactives show at the highest dose activity change, negative = inhibition, actives largely listed as inhibitors. 340,000 tested, under 10 active. AID 493005, 2010; active means well fitted inhibition curve with a large enough effect in the main read-out, with a control signal flat, not every such curve was filed as active; inconclusive means small, poorly fitted or top-dose-only effect, or effect the other way, or a change in a side signal; inactive means no such curve, though single readings can be large or run the other way; further: potency means the concentration at half of the fitted maximal effect; % of control where 0% means no effect
Target sequence (Q99816 whole entry, looked up): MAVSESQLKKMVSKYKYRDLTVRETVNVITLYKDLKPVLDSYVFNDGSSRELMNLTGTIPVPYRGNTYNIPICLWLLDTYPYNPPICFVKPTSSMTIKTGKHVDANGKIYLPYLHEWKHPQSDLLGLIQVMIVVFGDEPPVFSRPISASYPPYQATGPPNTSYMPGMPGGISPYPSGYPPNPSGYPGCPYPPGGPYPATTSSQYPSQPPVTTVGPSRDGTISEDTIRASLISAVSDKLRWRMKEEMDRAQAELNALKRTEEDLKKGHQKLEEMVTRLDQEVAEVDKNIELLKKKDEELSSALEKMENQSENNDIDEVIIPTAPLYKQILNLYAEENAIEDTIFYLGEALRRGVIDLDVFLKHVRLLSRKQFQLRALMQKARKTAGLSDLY
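Steps: Tsg101 binding domain dispensed (10 uM final), compounds pinned in DMSO, FITC-labeled PTAP-motif peptide added (50 nM final); after 20 min binding at room temperature, polarization measured.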
B2AR arrestin: qHTS assay of beta-arrestin-biased ligands of beta2-adrenergic receptor; beta-arrestin recruitment to beta2AR, cell-based reporter; Potency, µM (top dose mostly 46.1 µM), for the others: top-dose activation, actives largely listed as activators; AID 492947, 2010; actives 0.02% (n = 330,000);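 further: potency means the concentration at half of the fitted maximal effect; 0% = DMSO controls and full agonism = EC100 isoproterenol or metaproterenol; nearly all actives have a fitted effect of over 65% in size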
Target sequence (P07550 whole entry, looked up): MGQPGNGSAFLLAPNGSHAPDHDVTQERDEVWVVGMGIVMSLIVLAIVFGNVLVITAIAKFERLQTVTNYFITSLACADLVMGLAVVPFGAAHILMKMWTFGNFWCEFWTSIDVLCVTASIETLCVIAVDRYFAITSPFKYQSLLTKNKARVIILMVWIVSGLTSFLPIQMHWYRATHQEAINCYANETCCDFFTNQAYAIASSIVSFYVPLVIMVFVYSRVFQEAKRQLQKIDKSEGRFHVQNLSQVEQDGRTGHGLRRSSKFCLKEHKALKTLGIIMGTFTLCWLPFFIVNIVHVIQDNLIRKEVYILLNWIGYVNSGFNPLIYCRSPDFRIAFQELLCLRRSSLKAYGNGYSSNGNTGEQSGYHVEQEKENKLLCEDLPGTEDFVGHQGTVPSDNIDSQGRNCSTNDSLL
BRCA1 expr up: qHTS Assay to Identify Small Molecule Activators of BRCA1 Expression; MCF7-BRCA1-FFLuc reporter, luminescence, 48 h; response scale: scaled: vehicle 0%, 10 µM genistein 100%; actives 1.1% (n = 380,000); Potency, µM (titrated, usually from 46.1 µM), for inactives: top-dose activation, actives largely listed as activators; further: potency means the concentration at half of the fitted maximal effect; nearly all actives have a fitted effect of over 80% in size; some results filed as inactive show a strong effect at the top dose
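Luminescence from a BRCA1-driven firefly luciferase in MCF7 cells was read after 48 h compound exposure at 37 C. Data normalized against DMSO and a 10microM genistein activation control, then curve-fitted across the titration.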
Integrin act MD: qHTS for Activators of Integrin-Mediated Alleviation for Muscular Dystrophy. alpha7betagal myoblasts, beta-gal FDG fluorescence, 48 h. AID 624291, 2012. actives 0.064% (n = 350,000). Potency, µM (titrated, usually from 38.3 µM), inactives show at the highest dose activation, usual class: activators;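 further: potency means the concentration at half of the fitted maximal effect; 100% = response of the positive control SU9516; nearly all actives have a fitted effect of over 60% in size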
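Alpha7betagal+/- myoblasts (passage 13) were plated 16-24 hr, then exposed to compounds (1:260 dilution of DMSO stock) for 48 hours at 37C. After MPER lysis, β-galactosidase reporter activity was read as FDG fluorescence (ex 480/em 540) after 30 minutes.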
TCR activator: Activators of T cell receptors: qHTS campaign; primary human leukocytes, anti-CD3, IL-2 HTRF, 48 h; Potency, µM (series often up to 9.22 µM), for inactives: top-dose activation of IL-2 secretion, most hits filed as activators; 330,000 tested, under 10 active; further: % of control where 0% means no effect
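Using a-CD3 beads without co-stimulation, primary human leukocytes were exposed to compounds for 48 hr. An HTRF IL-2 kit measured the cytokine, with europium-to-d2 energy transfer producing emission at 665nm upon 320nm excitation.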
TRPV1 ag: HTS Assay for Compounds that Act as Agonists of the Vanilloid Receptor 1; Transient receptor potential cation channel subfamily V member 1 (Homo sapiens), Q8NER1; activation, % at 8.33 µM; actives 0.19% (n = 320,000); TRPV1-expressing cells, Fluo-8 calcium influx, agonist mode; in the data active means activation above about 80%; inconclusive means between about 30% and that limit; further: 0% is about no effect
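Cells expressing TRPV1 were dye-loaded with Fluo-8 and read kinetically: 10 s baseline, 3 min after compound (agonist portion), then 2 min after EC20 capsaicin (allosteric enhancer portion). Calcium-bound dye fluorescence at 480/520 nm.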
* = called active by the depositor; u = inconclusive; x = not tested or not shown; [ ] = remark or other dose. Unless noted, the call rests on the fitted dose curve; in most records, active means well fitted curve in the direction sought with a large enough effect; inconclusive means small, poorly fitted or top-dose-only effect, or another doubt; inactive means no such curve, though single readings can be large; an effect the other way counts as inactive or inconclusive.

SMILES	A-T KAP1 phos	ELG1 repair inh	CXXC DNA block	p53 reactivator	TSG101-PTAP inh	B2AR arrestin	BRCA1 expr up	Integrin act MD	TCR activator	TRPV1 ag
C[C@H]1COC(=O)[C@@H](Cc2ccc(F)cc2)CC/C=C\C[C@H](CC(=O)NCCO)C(=O)N1	-7%	u	x	2%	1%	-0.9%	6%	-17%	2%	x
CC(=O)c1cccc(NC(=O)c2cc(-c3ccc(F)cc3)on2)c1	-2%	13%	-2%	u	-11%	0.4%	3%	25%	0%	10
S=C(NCCC1=CCCCC1)NCc1ccco1	1%	-3%	13%	u	-2%	-0.2%	u	-44%[inhibitor]	-5%	u
CCCc1nnc(NC(=O)Cn2cnc3ccccc3c2=O)s1	-1%	-1%	0%	-1%	-4%	0.1%	12%	1%	x	-1
C=COCCNC(=O)C1CC(=O)N(c2ccc(C)cc2)C1 (centres undefined)	1%	6%	3%	2%	5%	-0.1%	0%	-14%	3%	-2
CCOC(=O)c1cc(C(=O)NN)c(=O)[nH]c1C	-7%	26%	-6%	12%	1%	-0.3%	0%	2%	2%	1
COC(=O)CNC(=O)c1ccc(OC2CCN(C(=O)C3CC3)CC2)cc1	2%	-3%	0%	3%	-7%	-0.8%	0%	u	-1%	-1
CCc1nc(C)cc(N)c1OCc1ccccc1	1%	-12%	4%	1%	-7%	-0.3%	-16%	-19%	9%	2
O=C(CCc1nnc2ccc(N3CCC4(CC3)OCCO4)nn12)N1CCCCC1	7%	9%	4%	-1%	-7%	0.4%	0%	10%	-5%	-4
Cc1cc(Cl)nc(Cl)c1C(=O)NCCc1ccccc1	3%	20%	x	u	-3%	0.4%	52%	0%	-3%	0
Cc1cc(S(=O)(=O)NCC2CCCO2)c(C)cc1Br (centres undefined)	2%	-1%	1%	x	2%	0.0%	0%	-42%	-2%	4
O=S(=O)(Nc1ccc(Cc2ccncc2)cc1)c1ccc(Cl)c(Cl)c1	7%	-19%	4%	2%	-6%	-0.3%	-25%	22%[7.66 µM]	-5%	1

3 compounds already listed, arranged by their value in Integrin act MD, descending.
canonical_smiles	Integrin act MD
CCOC(=O)c1cc(C(=O)NN)c(=O)[nH]c1C	2%
C=COCCNC(=O)C1CC(=O)N(c2ccc(C)cc2)C1 (centres undefined)	-14%
Cc1cc(S(=O)(=O)NCC2CCCO2)c(C)cc1Br (centres undefined)	-42%

Additional structures follow:
SMILES	A-T KAP1 phos	ELG1 repair inh	CXXC DNA block	p53 reactivator	TSG101-PTAP inh	B2AR arrestin	BRCA1 expr up	Integrin act MD	TCR activator	TRPV1 ag
COCCN1CCN(Cc2nc(C3(c4ccc(C)cc4)CCCC3)no2)CC1	-1%	-2%	1%	2%	-1%	-0.6%	5%	11%	-1%	2
COc1ccc(CNC(=O)C2(CC3CC(c4ccccc4)=NO3)CCN(C(=O)C3CCCC3)CC2)cc1 (centres undefined)	-2%	-29%	-4%	2%	-6%	0.1%	-27%	-20%	6%	-7
Cc1cccc(-n2ccc(=O)c(C(=O)Nc3ccc(S(=O)(=O)Nc4nccs4)cc3)n2)c1	-5%	25%	4%	-3%	-4%	0.4%	-1%	u	-9%	1
CCOC(=O)Cc1csc(NC(=O)Nc2ccccc2)n1	0%	-20%	-6%	u	-5%	5.6%	47%	19%	-3%[46.1 µM]	u
O=C(NC1CCCN(c2ccc(C(F)(F)F)cn2)C1)c1cc(Cl)ccc1F (centres undefined)	8%	-9%	-2%	22%	1%	-0.9%	-29%	19%	5%	u
CCCN1C(=O)/C(=C/c2ccc(OCc3ccc(C(=O)O)cc3)c(OC)c2)NC1=S	x	x	x	x	0%	x	2%	24%	0%	x
COc1cccc(C(=O)COC(=O)CCC(=O)NC2CCCCC2)c1	1%	4%	4%	20%	-4%	-1.0%	-11%	14%	-8%	2
O=C1CCCN1CCCNCC(=O)N1c2ccccc2Sc2ccccc21	5%	14%	-3%	-3%	0%	0.2%	-24%	14%	-5%	3
CSc1ccccc1OCc1cc(C(=O)NCc2ccc(C)s2)no1	1%	u	14%	14%	0%	-0.2%	9%	-2%	0%	20
O=C(CSc1nc(-c2ccccc2)cc(C(F)(F)F)n1)c1cccc([N+](=O)[O-])c1	-2%	18µM*	1%	-11%	-2%	-0.1%	-51%	-12%	0%[46.1 µM]	1
CN(C(=O)COC(=O)c1cc(S(=O)(=O)N(C)C)ccc1Cl)C1CCS(=O)(=O)C1 (centres undefined)	-3%	0%	x	4%	-1%	-0.8%	-3%	-11%	0%	0
CC(C)c1ccc(N(CC(=O)O)S(=O)(=O)c2cccnc2)cc1	5%	9%	2%	6%	-1%	0.2%	0%	18%	-1%	0
COc1cccc(CN2CCN(Cc3ccc(O)c(OC)c3)CC2CCO)c1 (centres undefined)	-1%	5%	-5%	-1%	-3%	-0.7%	0%	8%	-1%	9
COc1ccc([C@H]2CC(=O)C=C(c3c(OC)cccc3OC)C2)cc1	8%	-3%	x	3%	-3%	-0.6%	-68%	-15%	2%	15
CCCC(=O)NC(Nc1ccc(S(=O)(=O)Nc2ncccn2)cc1)(C(=O)OCC)C(F)(F)F (centres undefined)	-3%	-3%	2%	-11%	-4%	0.4%	7%	-14%	1%	-2
Cc1nnc(SCCC(=O)Nc2nc(-c3ccccc3)ns2)s1	x	x	7%	x	-7%	x	-6%[1.84 µM]	-24%	-1%	20
CC(C)C(=O)Nc1ccccc1C(=O)N/N=C/c1ccc([N+](=O)[O-])cc1	-4%	-7%	11%	2%	5%	0.5%	14%	-31%	-1%	2
CCC(CC)C(=O)Nc1ccc(-c2cn3cccnc3n2)cc1	12%	u	6%	4%	-3%	0.4%	u	-27%	-2%	2
CCOC(=O)c1c(NC(=O)CSc2nnc(N)s2)sc(C)c1-c1ccc(C)cc1	-4%	u	12%	0%	0%	-0.2%	-44%	25%	2%[46.1 µM]	u
Cc1[nH]n(-c2ccccc2)c(=S)c1C=Nc1ccc([N+](=O)[O-])cc1	-8%	18%	-4%	11%	-3%	-0.1%	-12%	8%	9%[46.1 µM]	7
O=C(NCN1CCN(c2ccccc2F)CC1)c1ccccc1	10%	5%	4%	-4%	-5%	0.2%	2%[1.84 µM]	-13%	1%	2
Cc1ccc2cc(C)c(N3CCC(C)CC3)nc2c1	12%	6%	11%	-1%	0%	0.0%	-6%	8%	x	5
O=c1c2ccccc2nnn1CSc1nnc(-c2ccco2)o1	0%	u	-3%	27%	-5%	-1.1%	u	-27%	5%	-3
Cc1cc(NS(=O)(=O)c2ccc(NC(=O)c3ccc(Cl)cc3[N+](=O)[O-])cc2)no1	0%	-3%	-6%	x	x	-0.3%	-26%	25%	-2%	3
CCOc1cc2[nH]c(=O)n(Cc3ccc(C(=O)NCCCN4CCCC4=O)cc3)c(=O)c2cc1OCC	-2%	1%	-5%	1%	0%	0.0%	-1%	16%	4%	-2
COc1ccc(-c2nnc(SCC(=O)NC3CCCc4ccccc43)n2N)cc1 (centres undefined)	4%	1%	-1%	3%	-2%	0.4%	-3%	2%	-5%[46.1 µM]	-2
O=C(Nc1ccc(C(=O)N2CCCCC2)cc1)C1CCCCC1	-2%	25%	-3%	-5%	-9%	-0.4%	9%	10%	4%	2
CCOC(=O)c1ccc(NC(=O)c2cc(S(=O)(=O)N3CCOCC3)cn2C)cc1	-2%	-3%	x	4%	-6%	-0.4%	-34%	15%	5%	11
COc1ccc(C2NC(=S)NC(C)=C2C(=O)Nc2ccccn2)cc1 (centres undefined)	-2%	u	5%	13%	-4%	-0.6%	18%	-13%	0%	0
O=C(Nc1ccccc1)C1CCCN1C(=O)NCc1ccccc1 (centres undefined)	-12%	7%	-3%	-2%	2%	-0.2%	21%	0%	-12%	2
Cc1ccc(C)c(N2CCN(C(=O)c3ccc(NC4=NC5CS(=O)(=O)CC5S4)cc3)CC2)c1 (centres undefined)	0%	1%	x	13%	2%	0.0%	8%	7%	-3%	3
COCCCn1c(=O)/c(=C\c2ccccc2OC(F)F)s/c1=C(/C#N)C(=O)N1CCOCC1	-4%	u	4%	0%	1%	0.0%	-7%	-11%	-6%	u
CCOc1cc(NS(=O)(=O)c2ccc(NC(C)=O)cc2)c(OCC)cc1NC(=O)C(C)C	1%	2%	7%	-5%	-12%	-0.2%	-20%	-19%	1%	-3

No enrichment for hits. About 3.8% of those tested had a hit in this group.
